TPT1 inhibitor = Candida albicans TPT1 enzyme inhibitors, primary screen, biochemical, fluorescence polarization; tRNA 2'-phosphotransferase TPT1 (Candida albicans SC5314); recombinant caTPT1, FP RNA substrate dephosphorylation; inhibition, % at 5 µM; 300,000 tested, 0.81% active; AID 1962, 2009;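 active = inhibition above the mean of all tested compounds plus 3 SD, set per screening campaign, cut at about 24% in these data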;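 note: plate controls were DMSO alone for no effect and ferristatin control at 100 nM for full effect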
Fh CTSL1 inh = Fasciola hepatica cathepsin L1 inhibitors, primary screen, counter-screen for PFM18AAP inhibitor project, biochemical, QFRET, fluorogenic peptide substrate; recombinant F. hepatica cathepsin L1, Z-Leu-Arg-MCA fluorescence; inhibition, % at 5.96 µM; 300,000 tested, 0.49% active; AID 1906, 2009;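 active = inhibition above the mean of all tested compounds plus 3 SD, set per screening campaign, cut at about 17% in these data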;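 note: 0% = plate median of test compound wells and 100% = 1 µM Z-Phe-Ala-diazomethylketone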
PP5 inh = PP5 phosphatase inhibitors, primary screen, biochemical, fluorescence | Serine/threonine-protein phosphatase 5 (Homo sapiens), P53041 | purified PP5c, OMFP substrate fluorescence | inhibition, % at 6.7 µM | 320,000 tested, 0.18% active | AID 1987, 2009;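 active = inhibition above the campaign's mean inhibition across all tested compounds plus 3 SD, cut at about 9.5% in these data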;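 note: 0% = DMSO only and 100% = 100 µM cantharidin control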
Target sequence (P53041 whole entry, looked up): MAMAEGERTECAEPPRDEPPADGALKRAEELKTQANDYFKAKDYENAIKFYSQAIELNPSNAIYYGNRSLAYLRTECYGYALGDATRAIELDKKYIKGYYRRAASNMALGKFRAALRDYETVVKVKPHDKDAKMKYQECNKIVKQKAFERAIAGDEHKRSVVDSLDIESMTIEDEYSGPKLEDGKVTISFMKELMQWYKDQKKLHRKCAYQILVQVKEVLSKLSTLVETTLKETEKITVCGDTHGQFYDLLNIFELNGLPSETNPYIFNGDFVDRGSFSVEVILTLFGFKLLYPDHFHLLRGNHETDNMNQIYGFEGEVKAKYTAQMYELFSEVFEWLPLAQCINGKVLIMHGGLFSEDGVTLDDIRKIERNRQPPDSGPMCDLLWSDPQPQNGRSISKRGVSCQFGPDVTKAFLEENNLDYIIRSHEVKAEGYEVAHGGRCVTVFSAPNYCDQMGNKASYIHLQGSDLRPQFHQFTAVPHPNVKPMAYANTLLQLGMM
HCV core dimer = inhibitors of HCV core protein dimerization, primary screen, biochemical, TR-FRET, high-throughput; TR-FRET GST/Flag-core106 dimerization, 1536-well; inhibition, % at 5 µM; 300,000 tested, 0.33% active;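 active = inhibition above the mean of all tested compounds plus 3 SD, set per screening campaign, cut at about 45% in these data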
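Assay system – GST-tagged and Flag-tagged HCV core protein residues 1-106 · Quantity – core106 proteins, GST 13.5 nM and Flag 17 nM · Benchmarks – unlabelled core106 and no-GST-core106 wells · Read-out basis – percent inhibition of core106 dimerization signal · Detection – time-resolved FRET, ex 340 nm, em 617 and 671 nm · Schedule – 4 h at 22.5 °C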
PAFAH2 inh = PAFAH2 enzyme inhibitors, primary screen, biochemical, fluorescence polarization, human. Platelet-activating factor acetylhydrolase 2, cytoplasmic (Homo sapiens), Q99487. recombinant PAFAH2, FP-rhodamine activity probe. inhibition, % at 3.39 µM. 340,000 tested, 0.99% active;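 active = inhibition above the mean over all tested compounds plus 3 SD, cut at about 30% in these data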;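 note: inhibitors block probe labeling of enzyme so polarization drops; 0% = enzyme with DMSO and 100% = wells lacking PAFAH2 protein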
proCasp3 act = activators of human procaspase-3 D3A mutant, primary screen, biochemical, absorbance, PC-3 D3A mutant, single concentration; AID 463141, 2010; activation, % at 8.5 µM; 330,000 tested, 0.11% active; recombinant procaspase-3 D3A, Ac-DEVD-pNA absorbance 405 nm;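 active = activation above the mean of all tested compounds plus 3 SD, cut at about 21% in these data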;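 note: 0% = DMSO alone and 100% = DMSO wells spiked with extra 5 µM PC-3 D3A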
Target sequence (P42574 whole entry D9A/D28A/D175A): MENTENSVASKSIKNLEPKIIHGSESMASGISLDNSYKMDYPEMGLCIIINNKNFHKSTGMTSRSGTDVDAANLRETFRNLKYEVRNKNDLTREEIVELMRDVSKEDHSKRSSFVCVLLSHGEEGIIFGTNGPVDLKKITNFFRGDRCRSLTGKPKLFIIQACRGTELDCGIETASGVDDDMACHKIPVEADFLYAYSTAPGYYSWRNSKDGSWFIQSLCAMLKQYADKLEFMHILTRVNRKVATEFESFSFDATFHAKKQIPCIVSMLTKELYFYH
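Assay system – Procaspase-3 D3A mutant · Benchmarks – DMSO low control, extra-enzyme high control · Technique – 405 nm absorbance of p-nitroaniline, reads at 0 and 120 min · Doses – 8.5 µM nominal · Measure – % activation between DMSO and enzyme-spiked controls · Also added – Ac-DEVD-pNA chromogenic peptide substrate · Schedule – 1 h compound preincubation, 2 h substrate hydrolysis at 25 °C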
PP1 inh = PP1-alpha phosphatase inhibitors, primary screen, counter-screen for PP5 inhibitor project, biochemical, fluorescence, OMFP substrate, single point; Serine/threonine-protein phosphatase PP1-alpha catalytic subunit (Homo sapiens), P62136; 320,000 tested, 0.9% active; purified PP1alpha; inhibition, % at 6.7 µM; AID 2235, 2010;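 active = inhibition above the mean inhibition of all tested compounds plus 3 SD, computed separately for each screening campaign, cut at about 15% in these data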
Target sequence (P62136 whole entry, looked up): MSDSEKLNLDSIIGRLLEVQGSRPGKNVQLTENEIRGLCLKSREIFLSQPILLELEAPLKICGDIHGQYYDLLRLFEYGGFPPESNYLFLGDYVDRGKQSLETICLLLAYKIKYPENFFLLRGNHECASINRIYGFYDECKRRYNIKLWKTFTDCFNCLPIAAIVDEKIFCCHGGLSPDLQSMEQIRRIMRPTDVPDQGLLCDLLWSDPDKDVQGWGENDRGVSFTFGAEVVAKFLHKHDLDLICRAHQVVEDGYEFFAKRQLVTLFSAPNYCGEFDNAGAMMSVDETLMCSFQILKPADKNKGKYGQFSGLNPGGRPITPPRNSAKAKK
proCasp7 act = procaspase-7 activators, primary screen, counter-screen for procaspase-3 activator project, biochemical, absorbance, HTS, human. Caspase-7 (Homo sapiens), P55210. recombinant procaspase-7, Ac-DEVD-pNA absorbance 405 nm; D23A/D198A/D206A triple mutant, cannot self-cleave; scale: DMSO 0, 5 µM enzyme 100. activation, % at 8.5 µM. 330,000 tested, 0.093% active. AID 463210, 2010;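 active = percent activation above the screen-wide mean plus 3 SD, cut at about 25% in these data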
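Assay system: Uncleavable procaspase-7 mutant enzyme / Input: 2 µM procaspase-7 mutant as dispensed / Dosing: single nominal 8.5 µM compound dose, 0.8% DMSO final / Timing: 1 h enzyme–compound preincubation and 2 h substrate reaction, both 25 °C / Detection: p-Nitroaniline absorbance at 405 nm, read at 0 and 120 min / Replication: singlicate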
AHR act = AHR activators, primary screen, cell-based, luminescence, luciferase reporter, human; AID 2796, 2010; activation, % at 5 µM; AHR-responsive luciferase reporter cells; 320,000 tested, 2.5% active; in the data active = activation above about 47%;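 note: 0% = vehicle wells and 100% = reference agonist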
The depositor's hits bear a star.

How did CCOc1ccc(S(=O)(=O)N2CCN(Cc3ccc4c(c3)OCO4)CC2)cc1C do in these assays?
TPT1 inhibitor: -1; Fh CTSL1 inh: 5; PP5 inh: 3.8; HCV core dimer: 5; PAFAH2 inh: -2; proCasp3 act: 7; PP1 inh: 0; proCasp7 act: 4; AHR act: 0

Results for CC(C)c1onc(C(=O)NCc2ccc(Cl)cc2)c1[N+](=O)[O-] ?
TPT1 inhibitor: -4; Fh CTSL1 inh: 3; PP5 inh: 0.2; HCV core dimer: 0; PAFAH2 inh: 0; proCasp3 act: 14; PP1 inh: -2; proCasp7 act: -4; AHR act: 1

How did CN(CC(=O)Nc1ccccc1[N+](=O)[O-])Cc1ccc(Br)cc1 do in these assays?
TPT1 inhibitor: -2; Fh CTSL1 inh: 2; PP5 inh: 2.3; HCV core dimer: -5; PAFAH2 inh: -17; proCasp3 act: 5; PP1 inh: -2; proCasp7 act: 7; AHR act: 6

How did Cc1ccccc1NC(=O)c1nn(C)c2c1CS(=O)(=O)c1ccccc1-2 do in these assays?
TPT1 inhibitor: -2; Fh CTSL1 inh: 3; PP5 inh: 0.0; HCV core dimer: -4; PAFAH2 inh: -4; proCasp3 act: 1; PP1 inh: 2; proCasp7 act: 5; AHR act: 10

Results for OC(CNCC1COc2ccccc2O1)COc1ccccc1F (stereo unspecified) ?
TPT1 inhibitor: 3; Fh CTSL1 inh: -1; PP5 inh: 0.9; HCV core dimer: -1; PAFAH2 inh: -2; proCasp3 act: 1; PP1 inh: -3; proCasp7 act: 6; AHR act: 0

What do the screens show for `Cc1ccccc1-c1nc(CS(=O)(=O)CC(=O)N2CCOCC2)c(C)o1`?
TPT1 inhibitor: 1; Fh CTSL1 inh: -3; PP5 inh: 2.3; HCV core dimer: 3; PAFAH2 inh: -4; proCasp3 act: -5; PP1 inh: -3; proCasp7 act: -5; AHR act: -1

How did O=C(O)CC/C(=C\c1cc2c(cc1Br)OCO2)c1nc2ccccc2s1 do in these assays?
TPT1 inhibitor: -2; Fh CTSL1 inh: 3; PP5 inh: 0.7; HCV core dimer: 14; PAFAH2 inh: 5; proCasp3 act: -14; PP1 inh: -1; proCasp7 act: -2; AHR act: 2

Results for Cc1cccc(C(=O)Nc2ccc(NC(=O)c3ccccc3)cc2)c1 ?
TPT1 inhibitor: 3; Fh CTSL1 inh: -7; PP5 inh: 0.7; HCV core dimer: 1; PAFAH2 inh: -8; proCasp3 act: -4; PP1 inh: -1; proCasp7 act: 5; AHR act: 11

What do the screens show for `COC(=O)c1c(NC(=O)CN2CCN(c3ccccc3)CC2)c2c(C)cccc2n1C`?
TPT1 inhibitor: -5; Fh CTSL1 inh: 3; PP5 inh: 1.3; HCV core dimer: 4; PAFAH2 inh: 2; proCasp3 act: -2; PP1 inh: 1; proCasp7 act: -10; AHR act: 5

Results for CCn1c(SCc2nc3cc(OC)c(OC)cc3c(=O)[nH]2)nc2ccccc21 ?
TPT1 inhibitor: 3; Fh CTSL1 inh: 3; PP5 inh: 0.6; HCV core dimer: 0; PAFAH2 inh: 0; proCasp3 act: 5; PP1 inh: -2; proCasp7 act: 2; AHR act: 5

How did COc1cccc(NC(=O)COC(=O)C2CCCCC2)c1 do in these assays?
PAFAH2 inh: 82*; proCasp3 act: 1; proCasp7 act: 7; AHR act: 0

Results for COc1ccccc1-n1c(-c2ccc(NS(C)(=O)=O)cc2)n[nH]c1=S ?
TPT1 inhibitor: -1; Fh CTSL1 inh: -1; PP5 inh: 0.2; HCV core dimer: 3; PAFAH2 inh: 0; proCasp3 act: 0; PP1 inh: -3; proCasp7 act: -13; AHR act: -1

Already shown: an excerpt of the list.
How did CN(CC(=O)Nc1ccccc1[N+](=O)[O-])Cc1ccc(Br)cc1 do in these assays?
TPT1 inhibitor: -2; Fh CTSL1 inh: 2; PP5 inh: 2.3; HCV core dimer: -5; PAFAH2 inh: -17; proCasp3 act: 5; PP1 inh: -2; proCasp7 act: 7; AHR act: 6

How did Cc1ccccc1NC(=O)c1nn(C)c2c1CS(=O)(=O)c1ccccc1-2 do in these assays?
TPT1 inhibitor: -2; Fh CTSL1 inh: 3; PP5 inh: 0.0; HCV core dimer: -4; PAFAH2 inh: -4; proCasp3 act: 1; PP1 inh: 2; proCasp7 act: 5; AHR act: 10

Next records follow:
What do the screens show for `O=S(=O)(c1cccc(C(F)(F)F)c1)N1CCN(c2cnccn2)CC1`?
TPT1 inhibitor: -1; Fh CTSL1 inh: 1; PP5 inh: -0.7; HCV core dimer: 2; PAFAH2 inh: 0; proCasp3 act: 3; PP1 inh: 1; proCasp7 act: 4; AHR act: 3

What do the screens show for `OC(COCCC12CC3CC(CC(C3)C1)C2)CN1CCCCC1` (stereo unspecified)?
TPT1 inhibitor: 2; Fh CTSL1 inh: 4; PP5 inh: -1.9; HCV core dimer: -3; PAFAH2 inh: 8; proCasp3 act: 7; PP1 inh: -4; proCasp7 act: 0; AHR act: 1

Results for Cc1ccc(-c2noc(CN3CCC(C(N)=O)CC3)n2)cc1 ?
TPT1 inhibitor: 2; Fh CTSL1 inh: 1; PP5 inh: -1.3; HCV core dimer: 4; PAFAH2 inh: 0; proCasp3 act: 12; PP1 inh: -2; proCasp7 act: -1; AHR act: 9

Results for CCCCN(C)C(=O)CS(=O)(=O)Cc1nc(-c2cccc(OC)c2)oc1C ?
TPT1 inhibitor: -4; Fh CTSL1 inh: 6; PP5 inh: 1.0; HCV core dimer: -11; PAFAH2 inh: 3; proCasp3 act: -2; PP1 inh: -1; proCasp7 act: 10; AHR act: 19

Results for CCCC[C@@H]1CNC(=S)N1CCCc1cc(OC)c(OC)c(OC)c1 ?
TPT1 inhibitor: -1; Fh CTSL1 inh: 0; PP5 inh: 2.2; HCV core dimer: 2; PAFAH2 inh: -1; proCasp3 act: -6; PP1 inh: 0; proCasp7 act: -1; AHR act: 2

How did Cc1cc(CN2CCN(CCC#N)CC2)c(O)c(C2(C)CCCCC2)c1 do in these assays?
TPT1 inhibitor: 1; Fh CTSL1 inh: 3; PP5 inh: 2.5; HCV core dimer: -3; PAFAH2 inh: -2; proCasp3 act: -6; PP1 inh: 1; proCasp7 act: 2; AHR act: 1

Results for COc1ccc(/C=C/C(=O)c2ccc[nH]2)c(OC)c1OC ?
TPT1 inhibitor: 4; Fh CTSL1 inh: 4; PP5 inh: 3.4; HCV core dimer: 4; PAFAH2 inh: 6; proCasp3 act: 8; PP1 inh: -6; proCasp7 act: 2; AHR act: 25

Results for CCOC(=O)c1c(NC(=O)Cn2nnc3ccccc32)sc2c1CCC(C)C2 (stereo unspecified) ?
TPT1 inhibitor: -3; Fh CTSL1 inh: 5; PP5 inh: 5.3; HCV core dimer: 13; PAFAH2 inh: -14; proCasp3 act: 2; PP1 inh: 8; proCasp7 act: 6; AHR act: 63*

How did CCN(c1ccccc1)S(=O)(=O)c1cccc(C(=O)OCc2nc3sc(C)c(C)c3c(=O)[nH]2)c1 do in these assays?
TPT1 inhibitor: 3; Fh CTSL1 inh: -3; PP5 inh: 3.4; HCV core dimer: 16; PAFAH2 inh: 6; proCasp3 act: 12; PP1 inh: 8; proCasp7 act: 11; AHR act: 13

How did O=C(NCC(F)(F)F)Nc1ncccn1 do in these assays?
TPT1 inhibitor: 3; Fh CTSL1 inh: -3; PP5 inh: -0.8; HCV core dimer: 0; PAFAH2 inh: -4; proCasp3 act: 8; PP1 inh: 0; proCasp7 act: 0; AHR act: -2

Results for Cc1noc(C)c1-c1csc(N2CCC(C(N)=O)CC2)n1 ?
PAFAH2 inh: 8; proCasp3 act: -2; proCasp7 act: 3; AHR act: 12

What do the screens show for `CCOC(=O)c1[nH]ncc1CN1CCC(Cc2ccccc2)(C(=O)OCC)CC1`?
TPT1 inhibitor: -1; Fh CTSL1 inh: 0; PP5 inh: -1.2; HCV core dimer: 0; PAFAH2 inh: -7; proCasp3 act: 0; PP1 inh: -3; proCasp7 act: 15; AHR act: 1

How did CCOC(=O)N1CCN(C(=O)C2CCN(C(=O)c3cc4sccc4n3CC)CC2)CC1 do in these assays?
TPT1 inhibitor: -1; Fh CTSL1 inh: -7; PP5 inh: 3.4; HCV core dimer: -9; PAFAH2 inh: -5; proCasp3 act: 6; PP1 inh: 3; proCasp7 act: -5; AHR act: 1

How did CCCCn1c(N)c(N(CC(C)C)C(=O)C2=NN(c3ccccc3)C(=O)CC2)c(=O)[nH]c1=O do in these assays?
PP5 inh: 2.0; PAFAH2 inh: 4; proCasp3 act: 15; PP1 inh: 2; proCasp7 act: 11; AHR act: 11

How did CCOC(=O)[C@H]1[C@H]2COc3ccc(C)cc3[C@@H]2N2C(=O)c3ccc(Cl)cc3NC(=O)[C@@]12C do in these assays?
PAFAH2 inh: -6; proCasp3 act: 2; proCasp7 act: 4; AHR act: 7

Results for COc1ccccc1-n1cnnc1SCc1csc(-c2ccccc2)n1 ?
TPT1 inhibitor: -2; Fh CTSL1 inh: 0; PP5 inh: 1.5; HCV core dimer: 6; PAFAH2 inh: -4; proCasp3 act: 4; PP1 inh: -2; proCasp7 act: 5; AHR act: 8

How did O=C(Nc1ccccc1)Nc1nnc(Cc2ccc([N+](=O)[O-])cc2)s1 do in these assays?
TPT1 inhibitor: 3; Fh CTSL1 inh: -2; PP5 inh: -2.4; HCV core dimer: -10; PAFAH2 inh: -5; proCasp3 act: -5; PP1 inh: 7; proCasp7 act: 2; AHR act: 7

What do the screens show for `Cc1cc(C)cc(C(=O)NCC(=O)N(C)CCOc2ccccc2)c1`?
PP5 inh: 0.6; PAFAH2 inh: 7; proCasp3 act: -3; PP1 inh: -3; proCasp7 act: 2; AHR act: 10

Results for Cc1cc(=O)[nH]c(SCCCOc2ccc3c(c2)CCC3)n1 ?
TPT1 inhibitor: -2; Fh CTSL1 inh: -1; PP5 inh: 3.8; HCV core dimer: 3; PAFAH2 inh: 3; proCasp3 act: -4; PP1 inh: -4; proCasp7 act: 1; AHR act: 2

How did Cc1cc(NC(=O)C2CCCN2C(=O)Nc2c(C)cccc2C)ccc1-n1cnnn1 (stereo unspecified) do in these assays?
TPT1 inhibitor: 1; Fh CTSL1 inh: -2; PP5 inh: 2.5; HCV core dimer: -10; PAFAH2 inh: -2; proCasp3 act: 1; PP1 inh: -5; proCasp7 act: -6; AHR act: -3

Screening results deposited in PubChem by The Scripps Research Institute Molecular Screening Center.
